High-throughput results (PubChem BioAssay)
GDH-TPI counter – inhibits GDH-TPI coupling enzymes, artifact for Mtb FBA screen; inhibition, % at 4.8 µM; 360,000 compounds, 1.2% hits; GDH-TPI coupled enzyme counterscreen, NADH absorbance; in the data active means inhibition above about 30%;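 further: 0% = DMSO wells and 100% = wells lacking the enzyme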
BoNT A protease – inhibitors of Botulinum neurotoxin A light chain protease | multiplex microsphere protease substrate cleavage, flow cytometry | inhibition, % at 10 µM | 360,000 compounds, 0.17% hits; further: plate controls were buffer without enzyme for full effect and enzyme alone for no effect
UGM FP inh – Mtb UDP-galactopyranose mutase inhibition. P9WIQ1. purified UGM, fluorescence polarization probe displacement. inhibition, % at 10 µM. 320,000 compounds, 0.06% hits. AID 504406; in the data active means inhibition above about 10%, passing the limit was not always enough; inconclusive means no clear call, values can overlap the other calls
Target sequence (P9WIQ1 whole entry, looked up): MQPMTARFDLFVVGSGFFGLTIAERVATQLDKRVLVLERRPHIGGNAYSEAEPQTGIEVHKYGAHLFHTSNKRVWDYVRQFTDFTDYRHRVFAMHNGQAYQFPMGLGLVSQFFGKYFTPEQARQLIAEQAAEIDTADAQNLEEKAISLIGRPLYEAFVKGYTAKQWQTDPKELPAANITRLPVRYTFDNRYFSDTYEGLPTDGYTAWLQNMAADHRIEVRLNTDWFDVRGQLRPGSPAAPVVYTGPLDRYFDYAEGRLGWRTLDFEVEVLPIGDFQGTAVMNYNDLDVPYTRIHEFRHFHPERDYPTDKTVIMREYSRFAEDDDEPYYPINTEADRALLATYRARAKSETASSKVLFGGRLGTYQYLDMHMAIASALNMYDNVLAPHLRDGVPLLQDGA
PfHsp40 yeast – compounds rescuing yeast from Plasmodium falciparum HSP40 toxicity; S. cerevisiae expressing PfHsp40, growth rescue, ATP luminescence; 340,000 compounds, 0.68% hits; growth rescue, % at 12.5 µM; in the data active means growth rescue above about 28%, passing the limit was not always enough; inconclusive means no clear call, values can overlap the other calls;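 further: yeast W303a lacking pdr1 and pdr3 grown in galactose medium; growth measured after three days at 30 °C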
BoNT F protease – BoNT F light chain protease inhibition. Multiplex microsphere protease cleavage assay, flow cytometry. inhibition, % at 10 µM. 360,000 compounds, 0.22% hits; in the data active means inhibition above about 35%, passing the limit was not always enough; inconclusive means no clear call, values can overlap the other calls; further: plate controls were buffer without enzyme for full effect and enzyme alone for no effect
Anthrax LF inh2 – anthrax lethal factor protease inhibition. P15917. multiplex microsphere protease cleavage assay, LF. inhibition, % at 10 µM. 360,000 compounds, 0.12% hits; further: plate controls were buffer without enzyme for full effect and enzyme alone for no effect
FadD28 FP inh – blocks FadD28 binding to the bisubstrate probe; fluorescence polarization; inhibition, % at 12.5 µM; 360,000 compounds, 0.22% hits; AID 588549; in the data active means inhibition above about 8.5%, passing the limit was not always enough; inconclusive means no clear call, values can overlap the other calls
Mtb BioA inh – BioA (M. tuberculosis) enzyme inhibition. purified M. tuberculosis BioA enzyme, plate reader. inhibition, % at 9.99 µM. 360,000 compounds, 0.096% hits. AID 602481; in the data active means inhibition above about 40%; inconclusive means no clear call, values can overlap the other calls
Mtb FBA inh – Mtb fructose-bisphosphate aldolase inhibition | purified M. tuberculosis FBA, fluorescence read-out | 360,000 compounds, 2.3% hits | inhibition, % at 1 µM | AID 588726; in the data active means inhibition above about 27%;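 further: 0% = vehicle and 100% = reference inhibitor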
Target sequence (P9WQA3 whole entry, looked up): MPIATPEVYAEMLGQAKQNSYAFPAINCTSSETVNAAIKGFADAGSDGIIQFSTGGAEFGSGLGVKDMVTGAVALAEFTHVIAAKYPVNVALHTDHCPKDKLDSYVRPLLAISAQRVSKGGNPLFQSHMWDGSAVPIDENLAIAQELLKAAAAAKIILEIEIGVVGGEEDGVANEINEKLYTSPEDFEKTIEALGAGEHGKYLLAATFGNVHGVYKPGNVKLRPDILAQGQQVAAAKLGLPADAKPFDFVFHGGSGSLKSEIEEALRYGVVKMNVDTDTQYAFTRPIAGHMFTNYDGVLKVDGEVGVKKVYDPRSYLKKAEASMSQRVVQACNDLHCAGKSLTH
* hit, by the source's call; ? = inconclusive; nt = not tested or not shown; & = joins results of further samples. Unless noted, no stated cut-off is given here; in the data, active means inhibition above about 30%; inconclusive means no clear call, values can overlap the other calls; inactive means below that.

SMILES	GDH-TPI counter	BoNT A protease	UGM FP inh	PfHsp40 yeast	BoNT F protease	Anthrax LF inh2	FadD28 FP inh	Mtb BioA inh	Mtb FBA inh
O=C(O)c1ccc2c(c1)C(=O)N(NC(=O)c1ccc(O)cc1)C2=O	6	-1.0	3.7	0.9	-8	-2	-1.6	nt	0
O=C1Cc2ccccc2C(c2ccc(Cl)cc2Cl)N1 (configuration not stated)	5	-0.7	-2.1	0.4	-5	0	-1.2	-1.3	0
COc1cc2cc(C(c3nnnn3C3CCCC3)N3CCCCC3)c(=O)[nH]c2cc1OC (configuration not stated)	4	0.7	0.2	-0.9	-1	2	-3.6	-0.1	0
Cc1ccc(OCC(=O)Nc2ccccc2-c2ccccc2NC(=O)COc2ccc(C)cc2)cc1	2	0.2	-1.0	1.1	-2	0	-2.3	nt	-1
Cc1ccc(Cl)cc1N1CCN(Cc2nnnn2C2CCCCC2)CC1	-2	-0.1	-1.2	0.0	-7	-5	-3.3	5.7	0
N#CC1=C(N)Oc2c(c(=O)sc3ccccc23)C1c1ccncc1 (configuration not stated)	22	-1.6	3.3	0.5	-5	-1	0.3	nt	-1
O=Cc1ccc(OCc2cn3ccccc3n2)cc1	-8	-0.5	1.4	0.5	-5	4	-3.2	2.7	0
CCn1nnc(NC(=O)c2cccc(-c3cc4ccccc4oc3=O)c2)n1	19	-0.3	0.7	-1.8	-6	0	-1.1	20	48*
COC(=O)C(C)Sc1nnc(-c2ccncc2)o1 (configuration not stated)	10	?	-3.3	0.4	-2	-5	0.7	-2.0	5
Cc1ccc(S(=O)(=O)N2CCCN(C(C)c3nc4ccccc4c(=O)[nH]3)CC2)cc1 (configuration not stated)	0	1.1	-0.5	17	-1	6	-0.7	-6.7	5
Cc1cc(C)nc(NS(=O)(=O)c2cccs2)c1	-1	0.5	0.9	-0.7	-3	2	0.6	nt	5
c1ccc(-c2ncc(CN3CCN(c4ccccn4)CC3)[nH]2)cc1	-7	-1.0	2.7	0.4	-9	-3	-3.6	0.1	-1

Reprinted from above (9 entries):
SMILES	GDH-TPI counter	BoNT A protease	UGM FP inh	PfHsp40 yeast	BoNT F protease	Anthrax LF inh2	FadD28 FP inh	Mtb BioA inh	Mtb FBA inh
O=C(O)c1ccc2c(c1)C(=O)N(NC(=O)c1ccc(O)cc1)C2=O	6	-1.0	3.7	0.9	-8	-2	-1.6	nt	0
O=C1Cc2ccccc2C(c2ccc(Cl)cc2Cl)N1 (configuration not stated)	5	-0.7	-2.1	0.4	-5	0	-1.2	-1.3	0
COc1cc2cc(C(c3nnnn3C3CCCC3)N3CCCCC3)c(=O)[nH]c2cc1OC (configuration not stated)	4	0.7	0.2	-0.9	-1	2	-3.6	-0.1	0
Cc1ccc(OCC(=O)Nc2ccccc2-c2ccccc2NC(=O)COc2ccc(C)cc2)cc1	2	0.2	-1.0	1.1	-2	0	-2.3	nt	-1
Cc1ccc(Cl)cc1N1CCN(Cc2nnnn2C2CCCCC2)CC1	-2	-0.1	-1.2	0.0	-7	-5	-3.3	5.7	0
N#CC1=C(N)Oc2c(c(=O)sc3ccccc23)C1c1ccncc1 (configuration not stated)	22	-1.6	3.3	0.5	-5	-1	0.3	nt	-1
O=Cc1ccc(OCc2cn3ccccc3n2)cc1	-8	-0.5	1.4	0.5	-5	4	-3.2	2.7	0
CCn1nnc(NC(=O)c2cccc(-c3cc4ccccc4oc3=O)c2)n1	19	-0.3	0.7	-1.8	-6	0	-1.1	20	48*
COC(=O)C(C)Sc1nnc(-c2ccncc2)o1 (configuration not stated)	10	?	-3.3	0.4	-2	-5	0.7	-2.0	5

Later entries.
SMILES	GDH-TPI counter	BoNT A protease	UGM FP inh	PfHsp40 yeast	BoNT F protease	Anthrax LF inh2	FadD28 FP inh	Mtb BioA inh	Mtb FBA inh
CCOC(=O)Nc1nnc(CCc2ccccc2)s1	0	-1.1	2.7	-0.6	4	-4	-1.2	-0.4	8
Cc1ccccc1CS(=O)(=O)c1ccc(C(=O)N2CCOCC2)cc1[N+](=O)[O-]	13	-1.0	-1.3	0.2	1	-3	0.0	-3.8	2
Cc1cccc2cc3c(NC(=O)C(C)C)nn(C)c3nc12	9	0.8	0.1	-0.2	-4	3	0.2	-1.3	8
O=C(NCc1cccc(Cl)c1)c1cc(=O)[nH]c2ccccc12	9	-2.1	-0.2	1.6	1	-2	0.5	0.3	4
COc1cc(NC(=O)c2ccccc2)c(OC)cc1NC(=O)Cc1ccc(Br)cc1	4	-2.4	0.8	1.0	?	1	0.1	-0.6	1
CC1(C)CC2CN(C(=O)Cc3ccccc3)C(C)(C2)C1 (configuration not stated)	0	0.1	1.2	-0.4	-6	1	1.2	nt	-1
CC(=O)N1CCN(C(=O)CSc2cc(C)c(Br)cc2C)CC1	5	0.6	-2.6	-1.3	0	1	-1.7	-0.5	0
Cc1nc2c3ccccc3nc(SCC(=O)c3ccc(Cl)cc3)n2n1	8	1.3	-0.2	-0.7	1	-2	-1.0	-0.5	1
Cc1ccnc(NC(c2ccccc2)c2ccc3cccnc3c2O)c1 (configuration not stated)	4	-0.4	nt	154*	-10	0	nt	-2.2	-2
CCc1cc2c(C)ccc(C)c2nc1SCC(=O)Nc1c(C)[nH]c(=O)[nH]c1=O	11	1.2	nt	0.5	-3	2	-1.7	0.1	0
COc1ccc(C(=O)N2CCC3(CC2)OCCO3)cc1	9	1.1	0.2	-1.4	0	-8	-1.3	0.1	-1
COC(=O)c1cc(CNC(=O)CC(C)c2ccccc2)ccc1OC (configuration not stated)	1	-0.2	1.9	-0.7	-1	-1	0.9	1.7	0
O=C(Nc1ccc(F)cc1)Nc1nnc(-c2ccccc2)o1	8	-0.1	-0.7	0.1	-6	0	1.6	-1.8	6
CCCN(CCO)Cc1ccc(Br)cc1	4	-0.8	1.0	0.6	-2	1	0.5	-1.1	2
Cn1nc(C(C)(C)C)cc1NC(=O)C1(C)CCN1C(=O)CC(c1ccccc1)c1ccccc1 (configuration not stated)	12	-0.2	nt	nt	-6	-7	-1.4	0.7	2
Cc1cc(C)nc(SCCC(=O)Nc2ccccc2C)n1	-3	-0.6	0.5	-1.8	1	-2	-0.5	-0.5	0
COc1ccc(-n2cc(-c3ccccc3)[nH]c2=S)cc1	6	0.6	1.8	4.5	2	0	-2.3	nt	1
O=C(Nc1ccc(C(=O)N2CCN(c3ccccc3F)CC2)cc1)C1=CSCCO1	10	0.1	0.1	2.7	3	1	-0.1	15	-1
COc1ccc(C(=O)COC(=O)c2ccc(OC)c(OC)c2)cc1OC	16	-0.6	-1.4	-0.1	-2	2	-2.1	-0.2	4
CC1c2nc3ccccc3n2C(CC(=O)NCc2ccccn2)C(=O)N1Cc1ccccc1 (configuration not stated)	5	-0.6	-1.6	0.8	-4	-2	-0.5	2.1	1
CCCCCn1c(CN2CCN(c3cc(Cl)ccc3C)CC2)nc2c1c(=O)[nH]c(=O)n2C	7	-1.3	0.9	0.5	-9	-7	-1.8	-1.8	1
O=C(COC(=O)c1cnccn1)c1ccc(-c2ccccc2)cc1	-2	-2.5	-0.2	-0.4	-3	-1	-2.3	nt	-2
Cc1ccc(S(=O)(=O)N/N=C/c2cccc(OC3CSC3)c2)cc1	2	-0.4	0.1	0.7	-5	-2	-2.2	2.1	-4
Cc1oc(-c2ccccc2)nc1C(=O)N1CCN(c2ccc(F)cc2)CC1	-6	-0.5	-0.8	-0.4	1	-2	-0.1	-1.6	2
Cc1cc2ccccc2c(=O)n1CC(=O)NCC(=O)N(C)C1CCCCC1	10	0.7	-0.6	0.3	-2	0	-1.6	0.4	6
N=C1SC(CC(=O)Nc2ccc([N+](=O)[O-])cc2)C(=O)N1c1ccccc1 (configuration not stated)	6	-7.3	2.2	0.9	-16	?	-2.7	-1.0	-2
CC(C)C[C@@H](CN)NC(=O)c1nc[nH]c1C(=O)N[C@@H](C)C(=O)CNC[C@H](CC(C)C)NC(=O)c1nc[nH]c1C(=O)N[C@@H](CC(=O)O)C(=O)O	-1	0.2	nt	-0.3	-3	-1	2.3	0.7	0
CC(C(=O)Nc1cc([N+](=O)[O-])ccc1Cl)N1CCN(c2ccccc2)CC1 (configuration not stated)	-4	0.3	-1.4	-0.5	1	0	-4.7	nt	0
Cc1cccc(C(=O)NC2CCN(CC(=O)Nc3cccc(Cl)c3)CC2)c1	2	-0.1	nt	nt	-2	5	-4.4	-0.1	-3
Cc1occc1C(=O)NNC(=O)Nc1ccc(Cl)c(Cl)c1	1	-0.3	-2.1	-0.9	1	1	-7.6	-1.2	-2
N#Cc1ccc(CO/N=C/c2ccccc2)cc1	-5	1.9	0.2	0.8	6	10	-2.4	nt	0
CC(C)(C)C(=O)O/N=C1\CCS(=O)(=O)c2sccc21	-6	-0.7	-2.4	-0.4	4	0	-2.8	nt	5
CC1CCCCN1S(=O)(=O)c1ccc(-n2cnnn2)cc1 (configuration not stated)	-11	0.0	0.1	-1.2	6	-6	nt	nt	1
O=C(N/N=C/c1cccnc1)C1CCCN(S(=O)(=O)c2ccccc2)C1 (configuration not stated)	8	-1.2	2.1	0.9	8	10	-0.7	3.7	1
CCN(C(=O)COC(=O)c1c2c(nc3ccccc13)CCC2)c1c(N)n(Cc2ccccc2)c(=O)[nH]c1=O	6	-0.3	nt	0.4	-8	0	-2.3	-0.4	2
CCCCn1nnnc1SCC(=O)Nc1ccc(C)cc1	6	nt	-2.1	-1.9	nt	nt	2.2	-0.4	12
CC12C(C(=O)O)C1(c1ccccc1)C2C(=O)O (configuration not stated)	-6	-0.3	nt	-1.1	-7	5	-2.6	nt	0
C[C@@H](O)CC#Cc1ccc2oc(=O)c(-n3cc(-c4ccsc4)nn3)cc2c1	10	0.4	-0.9	0.6	-2	2	-1.4	-0.6	5
COC(=O)c1nc(NC(=O)c2ccc(F)cc2)n[nH]1	-2	0.4	nt	0.9	2	-1	-2.8	nt	4
O=C(CSc1nnc(-c2ccco2)o1)NCC(=O)c1ccccc1	-4	0.5	-0.3	-1.5	3	2	-3.8	0.2	-1
CN1CCN(C(c2ccccn2)c2cc(Cl)c3cccnc3c2O)CC1 (configuration not stated)	3	6.8	-0.6	401*	7	6	-4.4	nt	-1
Cc1sc2nc(CN(C(=O)NC3CCCCC3)C3CCCCC3)[nH]c(=O)c2c1C	2	0.7	0.4	-1.0	5	-1	0.1	-0.6	0
COc1cccc(S(=O)(=O)N(C)C[C@@H]2Oc3ncc(C#CCN(C)C)cc3C(=O)N([C@H](C)CO)C[C@H]2C)c1	-13	0.5	nt	nt	-10	1	-1.0	0.3&2.7&-6.5	1
COc1ccc(S(=O)(=O)N2CCCCCC2)cc1C(=O)Nc1ccccn1	1	-0.7	-0.7	-0.3	2	-4	-0.3	-1.6	12
Cc1ccc(C(=O)N2CCN(c3nc4ccccc4n3C)CC2)cc1	1	1.2	1.3	0.9	25	10	-2.9	1.8	1
CCOC(=O)c1cc(-c2ccc(N3CCOCC3)cc2)nn1-c1ccccc1C(=O)O	0	0.8	-1.3	-0.1	2	-2	-3.2	-2.6	-4
COc1ccccc1C(=O)NCC(=O)Nc1cccnc1	0	-0.8	3.4	-0.5	-2	3	-2.9	nt	-5
Cc1ccc(N2C(=O)CC(NCC3CCCO3)C2=O)cc1 (configuration not stated)	0	-0.2	0.4	-0.6	-4	1	-3.8	nt	1
COc1cccc(/C=N/N2CCN(c3ccncc3S(=O)(=O)N3CCCCC3)CC2)c1	2	-1.3	-2.3	0.1	0	-3	0.9	nt	1
O=c1[nH]c(C2CCN(S(=O)(=O)Cc3ccccc3)CC2)nc2c1nnn2Cc1ccccc1Cl	1	-3.0	1.2	-1.0	31	-4	0.9	4.3	-1
CCn1c(NCc2cc(OC)c(OC)c(OC)c2)nc2ccccc21	-4	-0.2	0.6	-0.5	-18	14	-1.5	1.7	1
